High-throughput results as filed in PubChem BioAssay.
RMI-FANCM inh – inhibitors of human RMI core complex binding to FANCM MM2 | Fluorescence polarization, RMI core complex with F-MM2 peptide; active compounds read low | FP signal (polarization) at 33 µM | 70,000 compounds, 0.58% hits | AID 1159607; in the data active means FP signal below about 40; further: inactives centre near 61; strong numbers were not always called active; unit not given here
Active calls of the source: *; & = joins results of further samples. A portion of the library (hit frequency here may not be typical).

Molecule,RMI-FANCM inh
CC(C)CCCC(C)[C@H]1CCC2C3CC=C4CC(=O)CC[C@]4(C)C3CC[C@@]21C (some centres not stated),63
O=C(c1ccc(F)c(F)c1)N1CCN(Cc2nc3ccccc3n2Cc2ccccc2)CC1,61
O=C(c1ccco1)N1CCN(Cc2cc(=O)c(OCc3c(F)cccc3Cl)co2)CC1,55
CCOC(=O)Cc1csc(NC(=O)CSc2nc(C)cc(C)n2)n1,60
CC(=O)C(N=Nc1cccc(C(F)(F)F)c1)=C(C)O,41
CCOC(=O)c1ccc(NC(=O)c2ccccc2SC)cc1,55
Cc1ccc2cc(C3CC(c4ccccc4)=NN3C(=O)c3ccccc3Cl)c(Cl)nc2c1 (configuration not stated),61
CCn1nc(C)cc1C(=O)N(CC1CCCO1)c1nc2cc(C)cc(C)c2s1 (configuration not stated),66
COc1ccccc1NC(=O)NCCc1ccc2c(c1)CCCN2C,62
Cc1ccccc1Cn1nnc2c(=O)n(Cc3nc(-c4cccc(C(F)(F)F)c4)no3)cnc21,125
O=C(c1ccccc1Cl)N1CCN(c2ccc(-c3ccccc3)nn2)CC1,60
Cc1ccc(-n2cc(C(=O)NCc3ccc(Cl)cc3)nn2)cc1,111
CC(C)C(=O)Nc1ccc2c(c1)N(S(C)(=O)=O)CCC2,57
CNc1ccc(OCC(O)CNS(=O)(=O)c2ccc(C)cc2)cc1 (configuration not stated),62
Cc1onc(-c2ccccc2Cl)c1C(=O)NCC(c1ccc2c(c1)CCN2C)N1CCOCC1 (configuration not stated),58
CC(C)c1ccc2c(c1)sc(=NC(=O)c1ccc(S(=O)(=O)N(C)C)cc1)n2C,143
CCCN1CCCc2cc(CCNC(=O)c3cccc(C)c3)ccc21,68
Nc1nc(N)c(Cc2ccccc2)cc1Cc1ccccc1,57
COc1ccc(Cc2nnc(C3CCN(S(=O)(=O)c4ccccc4)CC3)s2)cc1,64
CC1(C)CCc2cc(-c3ccnc(=S)[nH]3)ccc2O1,55
COc1ccc([N+](=O)[O-])cc1NC(=O)/C=C/c1cccs1,63
CC1CCN(CC[C@H]2CCCN2S(=O)(=O)c2cccc(O)c2)CC1,57
CS(=O)(=O)c1ccc(C(=O)Nc2nnc(Cc3cccs3)o2)cc1,68
CC(=O)c1sc(-c2cnccn2)nc1C,54
N#C/C(=C\Nc1ccc(Cl)cc1)C(=O)c1ccsc1,51
Cc1ccnc(NS(=O)(=O)c2ccc(NC(=O)c3cc(-c4ccccc4)on3)cc2)n1,66
CCOc1ccc(S(=O)(=O)Nc2ccc3c(c2)CN(C(=O)C2CC2)CC3)cc1,64
COC(=O)c1sc2ccccc2c1NC(=O)Cc1cccc2ccccc12,76
Cc1ccc(S(=O)(=O)N2CCC(c3nnc(C4CC4)s3)CC2)c(C)c1,63
O=C(Nc1c2c(nn1-c1nc3ccccc3s1)CCC2)c1c(F)cccc1F,64
COc1ccc([N+](=O)[O-])cc1NC(=O)c1ccno1,56
Cc1ccc2c(c1)C1(SCC(=O)N1c1ccc(F)cc1)C(=O)N2CC(=O)Nc1ccc(C)c(C)c1 (configuration not stated),61
CCOc1cn(C)c(C(=O)Nc2ccc(C(N)=O)cc2)cc1=O,62
COc1ccc(C(CC(=O)c2cccs2)Sc2ccccc2N)c(Cl)c1OC (configuration not stated),53
CC(C)(C)NCC(O)COc1nsnc1N1CCOCC1 (configuration not stated),53
COCCn1c(C)cc(C(=O)CSc2nnc(C)s2)c1C,58
CCCCOC(=O)c1ccc(NC(=O)Cc2csc(NC(=O)Nc3ccccc3)n2)cc1,69
CCCCC(=O)Nc1nc2c(Br)cccc2s1,61
C/C(=N/N=c1/scc(C)n1Cc1ccco1)c1ccc(F)cc1,76
COC(=O)c1sc2ccccc2c1NC(=O)c1ccc([N+](=O)[O-])s1,59
COC(=O)c1cc(/C=C2\CSc3ccc(Cl)cc3C2=O)cn1C,64
COc1cc(/C=C/C(=O)c2c(C)nc3ccc(Br)cc3c2-c2ccccc2)cc(Br)c1OC,61
Cc1ccc(S(=O)(=O)N2CCCN(c3nccc(C(F)(F)F)n3)CC2)cc1,56
CC(C)(C)c1cc(N=Cc2ccc(O)cc2)c(C#N)s1,53
COc1ccccc1Nc1ccc([N+](=O)[O-])c2nonc12,64
O=C(COc1coc(CN2CCN(c3ccccc3F)CC2)cc1=O)N1CCCCC1,54
COc1c[nH]c(C(=O)Nc2ccc(C(N)=O)cc2)cc1=O,62
CC(N/C=C(\C#N)c1nn[nH]n1)C(C)(C)C (configuration not stated),54

Retrieved by compound from the list above, three records:
Molecule,RMI-FANCM inh
COc1ccccc1Nc1ccc([N+](=O)[O-])c2nonc12,64
COc1cc(/C=C/C(=O)c2c(C)nc3ccc(Br)cc3c2-c2ccccc2)cc(Br)c1OC,61
COC(=O)c1cc(/C=C2\CSc3ccc(Cl)cc3C2=O)cn1C,64

Following part:
Molecule,RMI-FANCM inh
O=C(CSc1ccc(N2CCN(c3cccc(C(F)(F)F)c3)CC2)nn1)N1CCCCC1,63
COc1ccc(-n2ccn(CC(=O)Nc3ccc(C)c(C)c3)c2=O)cc1,68
Cc1nnc(Nc2cccnc2)[nH]c1=O,54
O=C(CCCSc1ccc(NC(=O)c2ccc(F)cc2)nn1)Nc1cccnc1,62
CSc1cccc(-c2nnc(NC(=O)c3cc4c(ccc5ccccc54)oc3=O)o2)c1,63
O=C(O)CCC(=O)NCCCN1CCN(c2nccc(C(F)(F)F)n2)CC1,53
Cc1ccc(S(=O)(=O)Nc2ccccc2C(=O)Nc2sccc2C#N)cc1,67
O=C(CN1C(=O)c2ccccc2C1=O)Nc1nc(-c2ccc(Cl)cc2Cl)cs1,78
Cc1nc2c3c4c(sc3ncn2n1)CCC4,54
Cc1cc(SCc2[nH]nc3oc(=O)cc(C)c23)c(Cl)cc1Cl,59&55
O=C(/C=C/c1ccc([N+](=O)[O-])cc1)NCc1n[nH]c(=O)c2ccccc12,64
O=C(CSc1nc2c(cnn2-c2cccc(Cl)c2)c(=O)[nH]1)NCc1ccco1,64
Cc1noc(C)c1C(=O)N1CCOCC1,55
CCOC(=O)c1cnn(-c2ccc(NC(=O)C(F)(F)F)cc2)c1C(F)(F)F,65
CCC(C(=O)Nc1cc(-c2cn3nc(OC)ccc3n2)ccc1C)c1ccccc1 (configuration not stated),81
COCCN1CCCc2ccc(NC(=O)c3cc(C)cc(C)c3)cc21,65

Further entries follow.
smiles | RMI-FANCM inh
CC1(C)CC(=O)c2sc(N)nc2C1 | 61
CCc1ccc(N2C(=O)C3N=NN(c4ccccc4)C3C2=O)cc1 (configuration not stated) | 62
O=C(NCC(=O)N1CCOC(c2ccccc2)C1)c1ccccc1Cl (configuration not stated) | 72
Cc1onc(-c2ccccc2)c1C(=O)c1ccccc1 | 62
Cc1ccc(-c2cc3c(=O)[nH]ccn3n2)cc1C | 71
COc1ccc(Cl)cc1N1C(=O)C=CC1=O | 48
Cc1ccc(S(=O)(=O)Nc2ccccc2C(=O)Nc2nc3c(C)cc(Cl)cc3s2)cc1 | 66
COc1cc(OC)cc(-c2noc(CSc3n[nH]c(=O)c4cc(-c5cccs5)nn34)n2)c1 | 97
O=C(CSc1cn(CCNC(=O)c2ccc3ccccc3c2)c2ccccc12)Nc1ccccc1C(F)(F)F | 62
Cc1nnc2nn[nH]n2c1=O | 61
COc1ccc(NS(=O)(=O)c2ccc(OCC(F)(F)F)c(C#N)c2OCC(F)(F)F)cc1 | 63
O=C(Nc1ccc2c(c1)CN(C(=O)c1cccs1)CC2)c1ccccc1Cl | 66
COc1ccc(CC(=O)Nc2ccc3c(c2)OCC(C)(C)C(=O)N3CCC(C)C)cc1OC | 58
N#Cc1cccnc1NNC(=O)Nc1ccc(OCc2ccccc2)cc1 | 54
CCn1cc(-c2nnc(SCC(=O)c3ccccc3)n2C)ccc1=O | 62
CCN1CCN(CC(=O)Nc2cccc(F)c2)C(=O)C1=O | 61
CSc1ccc2c(c1)sc(=NC(=O)Cc1cc(C)ccc1C)n2C | 92
COc1ccc(N2CCN(Cc3cc(=O)c(OC)cn3CC(=O)Nc3cccc([N+](=O)[O-])c3)CC2)cc1 | 58
Cc1cc(-c2nnc(NC(=O)c3ccc(S(=O)(=O)N4CCCC4)cc3)o2)n(C)n1 | 67
CCOC(=O)CNC(=O)Cn1c(-c2ccccn2)nc2ccccc21 | 62
COC(=O)c1cc(-c2ccccc2)sc1NC(=O)CSc1nnnn1-c1ccccc1 | 69
CN1C(=O)C(C)(C)COc2ccc(NC(=O)Cc3cccs3)cc21 | 67
O=[N+]([O-])c1ccc(Cl)c(S(=O)(=O)NCCOc2cccc(C(F)(F)F)c2)c1 | 63
CC1(C)CC(=O)C2=C(C1)Nc1nc(-c3cccc(Cl)c3)nn1C2c1cccc(O)c1 (configuration not stated) | 60
CCCN1CCCc2cc(CCNS(=O)(=O)c3ccc(OC)c(Cl)c3)ccc21 | 82

Some of these compounds in order of their number in RMI-FANCM inh, lowest first:
smiles | RMI-FANCM inh
N#Cc1cccnc1NNC(=O)Nc1ccc(OCc2ccccc2)cc1 | 54
CC1(C)CC(=O)c2sc(N)nc2C1 | 61
O=C(CSc1cn(CCNC(=O)c2ccc3ccccc3c2)c2ccccc12)Nc1ccccc1C(F)(F)F | 62
CN1C(=O)C(C)(C)COc2ccc(NC(=O)Cc3cccs3)cc21 | 67
CSc1ccc2c(c1)sc(=NC(=O)Cc1cc(C)ccc1C)n2C | 92

Carrying on.
smiles | RMI-FANCM inh
CN(C)S(=O)(=O)c1ccc(C(=O)NCC(=O)N/N=C\c2c[nH]c3ccccc23)cc1 | 63
CCOc1ccccc1OCC(=O)Nc1c(C)cc(C)cc1C | 69
O=C(Nc1ccc(F)cc1)c1cc2ccccc2oc1=O | 56
CNC(=O)CSc1ncc(CO)n1Cc1ccccc1 | 66
COc1ccc2nc(NNC(=O)COc3ccccc3)sc2c1 | 68
COc1cccc(CNC(=O)CSc2nc3c(sc(=S)n3-c3ccccc3)c(=O)[nH]2)c1 | 64
O=c1c2[nH]c3ccccc3c2nc(SCc2ccccn2)n1-c1ccccc1F | 72
Cc1ccc(CNC(=O)c2cnc3c(c(C)nn3-c3ccc(C)cc3)c2Cl)cc1 | 63
O=C1O[C@H]([C@@H](O)CO)C(O)=C1O | 63
O=C(CSc1nnc(NC(=O)C23CC4CC(CC(C4)C2)C3)s1)Nc1nccs1 | 84
COc1cccc(NC(=O)CSc2ccnc3c2c(=O)n(C)c(=O)n3C)c1 | 54
COc1ccc(S(=O)(=O)c2cnc(SCC(=O)NCCC3=CCCCC3)[nH]c2=O)cc1Cl | 66
NS(=O)(=O)c1ccc(CCNC(=O)c2nnc3n(c2=O)CCN3c2ccccc2)cc1 | 53
CN(C)CCOC(c1ccc(Cl)cc1)c1ccccn1 (configuration not stated) | 56&60&84
OC1CCOc2ccccc21 (configuration not stated) | 59
Cc1cccc2sc(NC(=O)Cc3csc(NC(=O)c4ccc(Cl)cc4)n3)nc12 | 59
O=C(NC(=S)Nc1ccc(N2CCOCC2)cc1)c1ccc([N+](=O)[O-])cc1 | 55
COC(=O)c1sccc1NC(=O)C1CCCS1 (configuration not stated) | 63
Cc1nc2c(ccc3nc(NC(=O)c4ccnn4C)sc32)s1 | 74
Cc1ccccc1C(=O)NCCn1ncc2c(=O)n(Cc3ccc(Cl)cc3)cnc21 | 66
C=CCNC(=O)c1nnc2n(c1=O)CCN2c1ccc(F)cc1 | 57
CC1(C)CC(=O)C(C(c2ccccn2)c2c[nH]c3ccccc23)=C(O)C1 (configuration not stated) | 59
Cc1ccc(-n2ncc3c(C4CC4)n[nH]c(=O)c32)c(C)c1 | 71
CS(=O)(=O)OCC(COS(C)(=O)=O)(C1CCCCC1)[N+](=O)[O-] | 53
CCOC(=O)Nc1ccc(C)c(N2CCCCC2=O)c1 | 65

Three entries from above, arranged by count of non-hydrogen atoms, lowest first.
smiles | RMI-FANCM inh
CCOC(=O)Nc1ccc(C)c(N2CCCCC2=O)c1 | 65
CS(=O)(=O)OCC(COS(C)(=O)=O)(C1CCCCC1)[N+](=O)[O-] | 53
C=CCNC(=O)c1nnc2n(c1=O)CCN2c1ccc(F)cc1 | 57

Gathered by group: the compounds so far with a tert-butyl group (three)
smiles | RMI-FANCM inh
CC(C)(C)NCC(O)COc1nsnc1N1CCOCC1 (configuration not stated) | 53
CC(C)(C)c1cc(N=Cc2ccc(O)cc2)c(C#N)s1 | 53
CC(N/C=C(\C#N)c1nn[nH]n1)C(C)(C)C (configuration not stated) | 54

New compounds follow.
smiles | RMI-FANCM inh
Cc1ccc(NC(=O)c2n[nH]nc2Nc2cccc(F)c2)cc1C | 59
S=C(Nc1ccc(Br)cc1)c1nc2ccccc2s1 | 59
C=CCN1C(=O)C(C)(C)COc2ccc(NC(=O)c3ccccc3Cl)cc21 | 68
COC(=O)c1cc(OC)c(=O)c2c(OC)c(OC)ccc2c1 | 59
O=C(O)c1cccc(Nc2nc3ccccc3nc2NS(=O)(=O)c2ccc(F)cc2)c1 | 58
Cc1nnc(SCC(=O)N2CCN(c3nnnn3-c3ccccc3)CC2)s1 | 71
O=C(NCc1ccc(Cl)cc1)C(=O)NCC1CCN(C2CCCC2)CC1 | 73
CC(=O)Nc1c(I)cc(I)c(C(=O)O)c1I | 56
Cn1ncc2c(Nc3ccc(F)cc3)nc(N3CCN(Cc4ccccc4)CC3)nc21 | 58
C[C@H]1COc2c(C3(N)CC3)c(F)cc3c(=O)c(C(=O)O)cn1c23 | 59
C#CCn1c(=NC(=O)CCOc2ccccc2)sc2cc(S(N)(=O)=O)ccc21 | 73
CN1CCCc2cc(C(CNC(=O)c3ccc4ccccc4c3)N3CCOCC3)ccc21 (configuration not stated) | 73
Cc1ccc(-n2nnc(C(=O)Nc3ccc(S(N)(=O)=O)cc3)c2C)cc1 | 68
CCOC(=O)c1cc(N2C(=O)c3ccccc3C2=O)ccc1N1CCCCC1 | 57
NC(=O)CSc1n[nH]c(CN2c3ccccc3Sc3ccccc32)n1 | 59
Cc1nc(-c2ccccc2)sc1C(=O)Nc1c(C)nc2scc(C)n2c1=O | 58
N#CCCN(Cc1ccccc1)C(=O)c1ccc(Cl)cc1 | 59
O=C(c1ccccc1)N1CCN(CCN2CCN(C(=O)c3ccccc3)CC2)CC1 | 63
CCSc1nc(N2CCOCC2)c2cnn(CCN)c2n1 | 73
Cc1ccc(S(=O)(=O)Oc2cc3c(cc2OS(=O)(=O)c2ccc(C)cc2)C(=O)CC(C)(C)O3)cc1 | 54
CC(=O)CSc1ncnc2ccccc12 | 108
